Mdm2 MdmX PPI: inhibitors of human Mdm2/MdmX interaction. O15151+Q00987. SaOS-2 split-luciferase Mdm2/MdmX complementation, luminescence. inhibition, % at 8 µM. 3% of 330,000 active;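 active = inhibition of at least 50% at 8 µM in the primary screen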
UPR XBP1 act: adaptive UPR (XBP1) activation | CHO-XBP1 luciferase reporter, IRE1-XBP1 UPR activation, luminescence; percent of tunicamycin response, DMSO as zero | activation, % at 20 µM | 0.33% of 330,000 active | AID 463104;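 active = versus positive control, 20 µM dose yields 30% or more activation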;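 also: 100% = tunicamycin at 10 µg/mL and 0% = DMSO only wells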
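Test system: CHO-XBP1 luciferase reporter cells | Buffer or medium: Serum-containing F12 medium, 10% FBS | Schedule: 6 h compound exposure at 37 °C, 5% CO2 | Detection: Steady-Glo luciferase glow luminescence, 10 min after reagent addition | Read-out basis: Activation, % of tunicamycin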
APJ antagonist: blocks the human apelin receptor APJ. inhibition, % at 20 µM. 0.32% of 330,000 active. P35414. CHO-K1 APJ beta-arrestin complementation, luminescence;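 active = inhibition above about 40% at 20 µM, limit read from the data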;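 also: cells challenged with 10 nM apelin-13 agonist together with compound; plate controls were apelin-13 plus DMSO wells for no effect and DMSO wells lacking apelin-13 for full effect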
Target sequence (P35414 whole entry, looked up): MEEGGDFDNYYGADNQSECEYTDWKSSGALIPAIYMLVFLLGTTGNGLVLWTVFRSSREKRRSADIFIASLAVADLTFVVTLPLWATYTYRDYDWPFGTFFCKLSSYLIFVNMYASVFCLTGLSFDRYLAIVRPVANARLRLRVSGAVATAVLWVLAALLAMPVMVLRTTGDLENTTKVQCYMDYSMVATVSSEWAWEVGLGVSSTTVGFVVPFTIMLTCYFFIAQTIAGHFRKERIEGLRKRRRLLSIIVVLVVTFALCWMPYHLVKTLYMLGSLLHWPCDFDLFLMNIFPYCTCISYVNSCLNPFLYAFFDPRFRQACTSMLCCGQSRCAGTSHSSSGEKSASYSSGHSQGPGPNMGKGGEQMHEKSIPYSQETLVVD
697 NFkB inh: inhibitors of the PMA/ionomycin-induced NF-kB reporter in 697 B cells. 697 B-cell NF-kB luciferase reporter, 16 h. inhibition, % at 4 µM. 0.33% of 330,000 active. AID 435022; in the data active = inhibition above about 35%
UPR CHOP act: apoptotic UPR (CHOP) activation; CHO-CHOP luciferase reporter, luminescence; percent of tunicamycin response over DMSO baseline; 0.34% of 330,000 active; AID 449763; activation, % at 10 µM;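 active = at 10 µM dose, activation of 40% or more, normalized to positive control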;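 also: 100% = tunicamycin at 10 µg/mL and 0% = DMSO alone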
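Assay system: CHO cells with stable CHOP pathway luciferase reporter; Buffer or medium: F12 plus 10% serum; Times: 16-18 h cell attachment, then 6 h compound exposure, 37 °C; Signal: luciferase luminescence; Read-out basis: percent activation relative to tunicamycin control; Control set: tunicamycin high control, DMSO low control.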
tim23-1 inh: tim23-1 yeast growth inhibition; 1.3% of 330,000 active; S. cerevisiae tim23-1 growth, BacTiter-Glo luminescence, 24 h; inhibition, % at 20 µM;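 active = growth inhibition of the mutant yeast at or above 50%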;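 also: temperature-sensitive mutant grown at 25 °C; plate controls were DMSO-treated mutant yeast for no effect and medium wells lacking yeast for full effect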
Jurkat NFkB inh: lowers PMA/ionomycin-induced NF-kB signal in Jurkat cells; 0.53% of 330,000 active; inhibition, % at 4 µM; PMA/ionomycin-induced NF-kB luciferase reporter, luminescence; in the data active = inhibition above about 50%
APJ agonist: agonists of human APJ apelin receptor; activation, % at 20 µM; CHO-K1 APJ PathHunter beta-arrestin, luminescence; 0% DMSO wells, 100% apelin; 0.11% of 330,000 active;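 active = activation more than six SD over the plate average, tested at 20 µM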;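 also: 0% = DMSO alone and 100% = apelin-13 at 10 nM; some results filed as inactive read as strong as hits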
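Assay system – PathHunter CHO-K1 APJ (AGTRL-1) beta-arrestin reporter cells · Compound – one dose, 20 µM compound, 1% DMSO · Timing – compound 90 min 25 °C, reagent 1 h · Measured by – luminescence from split beta-galactosidase complementation, Galacton Star/Emerald II substrate · Measure – beta-arrestin recruitment to APJ as agonist activity, luminescent signal · Benchmarks – DMSO vs Apelin-13 10 nM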
Starred values were filed as active, the others as inactive.

CCN(CCO)c1ccc(-n2c(N)c(C(=O)OC)c3nc4ccccc4nc32)cc1 was read as Mdm2 MdmX PPI 29, UPR XBP1 act -10, APJ antagonist -23, 697 NFkB inh 7, UPR CHOP act -4.1, tim23-1 inh 4, Jurkat NFkB inh -1 and APJ agonist 0.
Screening COc1ccc(C2(CNC(=O)c3ccc(OCC(C)C)cc3)CCOCC2)cc1 returned Mdm2 MdmX PPI 2, UPR XBP1 act -1, APJ antagonist 7, 697 NFkB inh 9, UPR CHOP act 0.5, tim23-1 inh 37, Jurkat NFkB inh 0 and APJ agonist 1.
For C=CC1=C2C=C(C3CC3)N(CCCN(CC)CC)C=C2C(=O)C(C)(OC(=O)c2ccco2)C1=O (centres undefined) the results were Mdm2 MdmX PPI 1, UPR XBP1 act 2, APJ antagonist -32, 697 NFkB inh 12, UPR CHOP act -0.6, tim23-1 inh 6, Jurkat NFkB inh -2 and APJ agonist 5.
`Cc1ccc(Cl)cc1NC(=S)N(CCCN1CCOCC1)Cc1ccccn1` gave Mdm2 MdmX PPI -20, UPR XBP1 act 1, APJ antagonist 2, 697 NFkB inh -8, UPR CHOP act 1.2, tim23-1 inh 8, Jurkat NFkB inh -16 and APJ agonist -2.
CCCC1(c2ccccc2)NC(=O)N(CC(=O)Nc2cc(C)ccc2OC)C1=O (centres undefined) was read as Mdm2 MdmX PPI -38, UPR XBP1 act 1, APJ antagonist -14, 697 NFkB inh 10, UPR CHOP act 0.2, tim23-1 inh 16, Jurkat NFkB inh -9 and APJ agonist -1.
Screening CC(NC(=O)c1ccco1)C(c1cccs1)N1CCN(c2ccccc2F)CC1 (centres undefined) returned Mdm2 MdmX PPI 7, UPR XBP1 act -4, APJ antagonist 5, 697 NFkB inh 16, UPR CHOP act -2.7, tim23-1 inh 38, Jurkat NFkB inh 11 and APJ agonist 1.
Screening Cc1nc(Cc2nnc(SC(C)C(=O)Nc3cccc(C#N)c3)o2)cs1 (centres undefined) returned Mdm2 MdmX PPI 33, UPR XBP1 act 0, APJ antagonist 6, 697 NFkB inh -12, UPR CHOP act -1.4, tim23-1 inh 12, Jurkat NFkB inh 5 and APJ agonist -5.
For Cc1cccc(N2CCN(Cc3cn(C)nc3-c3ccccc3F)CC2)n1 the results were Mdm2 MdmX PPI 55*, UPR XBP1 act 1, APJ antagonist 7, 697 NFkB inh -30, UPR CHOP act -0.6, tim23-1 inh 1, Jurkat NFkB inh 54* and APJ agonist 3.
`CCCCN(Cc1cc2cc(OC)ccc2[nH]c1=O)C(=O)c1ccccn1` gave Mdm2 MdmX PPI 20, UPR XBP1 act -1, APJ antagonist 24, 697 NFkB inh -13, UPR CHOP act 1.2, tim23-1 inh -3, Jurkat NFkB inh 12 and APJ agonist 2.
COC(=O)c1cc(C(=O)OCC(=O)Nc2cc(C)on2)cc([N+](=O)[O-])c1 was read as Mdm2 MdmX PPI 16, UPR XBP1 act -3, APJ antagonist -33, 697 NFkB inh 12, UPR CHOP act 1.1, tim23-1 inh -6, Jurkat NFkB inh -7 and APJ agonist -1.
Screening CCC(C)(C)NC(=O)C(c1ccco1)N(C(=O)Cn1nnc2ccccc21)c1ccc2c(c1)OCO2 (centres undefined) returned Mdm2 MdmX PPI 0, UPR XBP1 act -2, APJ antagonist 6, 697 NFkB inh 21, UPR CHOP act -2.3, tim23-1 inh 6, Jurkat NFkB inh -3 and APJ agonist -2.
CCOC(=O)c1ccc(NC(=O)CCNS(=O)(=O)c2cc(Br)cnc2N)cc1 was read as Mdm2 MdmX PPI -2, UPR XBP1 act -4, APJ antagonist 11, 697 NFkB inh -15, UPR CHOP act -1.3, tim23-1 inh -16, Jurkat NFkB inh -13 and APJ agonist -2.
For Cc1ccc2oc3c(c(=O)c2c1)C(c1cccc(Cl)c1)N(CCCN1CCOCC1)C3=O (centres undefined) the results were Mdm2 MdmX PPI 11, UPR XBP1 act -2, APJ antagonist 6, 697 NFkB inh 17, UPR CHOP act 0.8, tim23-1 inh 17, Jurkat NFkB inh 1 and APJ agonist -3.
Cc1ccc2oc(=O)n(CCOc3ccccc3C)c2c1 was read as Mdm2 MdmX PPI -5, UPR XBP1 act -1, APJ antagonist -6, 697 NFkB inh -4, UPR CHOP act 0.4, tim23-1 inh -6, Jurkat NFkB inh 10 and APJ agonist -4.
`COc1ccc(NC(=O)C2CCN(C(=O)NC3CCCCC3)CC2)c(OC)c1` gave Mdm2 MdmX PPI -11, UPR XBP1 act 0, APJ antagonist -15, 697 NFkB inh -23, UPR CHOP act 0.0, tim23-1 inh -3, Jurkat NFkB inh -5 and APJ agonist 0.
For CC(C)[C@H](NC(=O)c1ccco1)C(=O)OCc1cc(=O)n2c(n1)sc1ccccc12 the results were Mdm2 MdmX PPI 21, UPR XBP1 act 1, APJ antagonist -6, 697 NFkB inh 13, UPR CHOP act 1.5, tim23-1 inh -6, Jurkat NFkB inh 8 and APJ agonist 4.
Screening CCc1cc2ccc(C)cc2nc1SCC(=O)N1CCN(C(=O)c2ccco2)CC1 returned Mdm2 MdmX PPI 3, UPR XBP1 act -2, APJ antagonist -3, 697 NFkB inh -5, UPR CHOP act -1.1, tim23-1 inh 38, Jurkat NFkB inh 1 and APJ agonist -2.
`CCCCn1nnnc1NCc1ccc(N2CCCC2)cc1` gave Mdm2 MdmX PPI 2, UPR XBP1 act -1, APJ antagonist -16, 697 NFkB inh -5, UPR CHOP act 1.8, tim23-1 inh 33, Jurkat NFkB inh -5 and APJ agonist 0.
Screening O=C(CSc1ncnc2ccccc12)c1ccco1 returned Mdm2 MdmX PPI -18, UPR XBP1 act -4, APJ antagonist -21, 697 NFkB inh -9, UPR CHOP act -1.9, tim23-1 inh 1, Jurkat NFkB inh -20 and APJ agonist -1.
Screening COCCCNC(=O)CC1Oc2ccccc2NC1=O (centres undefined) returned Mdm2 MdmX PPI 2, UPR XBP1 act -1, APJ antagonist -5, 697 NFkB inh 3, UPR CHOP act 1.9, tim23-1 inh 7, Jurkat NFkB inh 8 and APJ agonist -3.
For COc1cccc(C2C3(C#N)C(N)=NC(OC)(OC)C23C#N)c1 (centres undefined) the results were Mdm2 MdmX PPI 9, UPR XBP1 act -1, APJ antagonist 5, 697 NFkB inh 20, UPR CHOP act 0.3, tim23-1 inh -1, Jurkat NFkB inh 16 and APJ agonist -2.
Cc1cc(Cl)ccc1OC(C)C(=O)NN=C1CCCCCC1 (centres undefined) was read as Mdm2 MdmX PPI 21, UPR XBP1 act 1, APJ antagonist 13, 697 NFkB inh 9, UPR CHOP act 1.0, tim23-1 inh -3, Jurkat NFkB inh 10 and APJ agonist -5.
`Cn1cc(C(=O)C(F)(F)F)c2ccccc21` gave Mdm2 MdmX PPI 12, UPR XBP1 act 2, APJ antagonist -9, 697 NFkB inh 6, UPR CHOP act 1.7, tim23-1 inh 11, Jurkat NFkB inh 18 and APJ agonist -3.
`COCC(=O)N(Cc1cc2ccc(C)cc2[nH]c1=O)c1ccc(C)cc1C` gave Mdm2 MdmX PPI -20, UPR XBP1 act -2, APJ antagonist 5, 697 NFkB inh 6, UPR CHOP act -0.8, tim23-1 inh 9, Jurkat NFkB inh 3 and APJ agonist 0.
Screening COc1ccc(OC(C)C(=O)N2CCCc3ccccc32)cc1 (centres undefined) returned Mdm2 MdmX PPI 10, UPR XBP1 act -2, APJ antagonist 10, 697 NFkB inh -10, UPR CHOP act -0.4, tim23-1 inh 24, Jurkat NFkB inh -16 and APJ agonist -2.
`Cc1ccc(C(=O)Nc2ccc(OCc3ccccc3)cc2)cc1[N+](=O)[O-]` gave Mdm2 MdmX PPI 37, UPR XBP1 act -2, APJ antagonist -7, 697 NFkB inh -48, UPR CHOP act -0.4, tim23-1 inh -3, Jurkat NFkB inh 0 and APJ agonist -4.
Cc1cc(C)cc(N(CC(=O)NC2CCCC2)C(=O)CNC(=O)c2cccs2)c1 was read as Mdm2 MdmX PPI -14, UPR XBP1 act -4, APJ antagonist 19, 697 NFkB inh 13, UPR CHOP act 2.3, tim23-1 inh 7, Jurkat NFkB inh 21 and APJ agonist -1.
`O=C(c1ccccc1)c1cc[n+]([O-])cc1` gave Mdm2 MdmX PPI 18, UPR XBP1 act 0, APJ antagonist -9, 697 NFkB inh 6, UPR CHOP act -0.7, tim23-1 inh 15, Jurkat NFkB inh -4 and APJ agonist 1.
For COCCN(Cc1cc2ccccc2[nH]c1=O)C(=O)c1ccccc1OC the results were Mdm2 MdmX PPI -8, UPR XBP1 act -1, APJ antagonist -1, 697 NFkB inh -2, UPR CHOP act 0.8, tim23-1 inh 6, Jurkat NFkB inh -9 and APJ agonist -2.
Cc1nn(-c2ccccc2)c2sc(C(=O)NCCN3CCOCC3)cc12 was read as Mdm2 MdmX PPI 13, UPR XBP1 act 0, APJ antagonist 9, 697 NFkB inh 7, UPR CHOP act 1.6, tim23-1 inh 14, Jurkat NFkB inh 2 and APJ agonist 6.
CCN(CC)CCN(C(=O)CCS(=O)(=O)c1ccccc1)c1nc2cc(C)cc(C)c2s1 was read as Mdm2 MdmX PPI 8, UPR XBP1 act -1, APJ antagonist 2, 697 NFkB inh -14, UPR CHOP act 2.2, tim23-1 inh 55*, Jurkat NFkB inh 8 and APJ agonist 1.
Cc1ccc(S(=O)(=O)N2CCCCC2C(=O)N2CCN(C)CC2)cc1 (centres undefined) was read as Mdm2 MdmX PPI 9, UPR XBP1 act -2, APJ antagonist 3, 697 NFkB inh 9, UPR CHOP act -1.4, tim23-1 inh 8, Jurkat NFkB inh -5 and APJ agonist -5.
CC(=C/c1ccccc1)/C=N/NC(=O)c1ccc2nc[nH]c2c1 was read as Mdm2 MdmX PPI -30, UPR XBP1 act 5, APJ antagonist 7, 697 NFkB inh -22, UPR CHOP act 4.4, tim23-1 inh 16, Jurkat NFkB inh 22 and APJ agonist -2.
Screening C[C@H](NC(=O)[C@@H]1Cc2ccccc2CN1)C(=O)NCC1CCCO1 (some centres undefined) returned Mdm2 MdmX PPI 17, UPR XBP1 act 1, APJ antagonist 9, 697 NFkB inh 9, UPR CHOP act -0.4, tim23-1 inh -11, Jurkat NFkB inh 1 and APJ agonist -1.
`COc1ccc(-c2nnc(CSc3nc4ccccc4c(=O)n3CC3CCCO3)o2)cc1OC` (centres undefined) gave Mdm2 MdmX PPI 10, UPR XBP1 act -2, APJ antagonist -16, 697 NFkB inh 4, UPR CHOP act -1.1, tim23-1 inh 25, Jurkat NFkB inh -2 and APJ agonist -6.
Screening O=C(O)/C=C/C(=O)Nc1ccc(Cl)c(C(=O)O)c1 returned Mdm2 MdmX PPI 8, UPR XBP1 act -4, APJ antagonist 2, 697 NFkB inh 14, UPR CHOP act -1.2, tim23-1 inh 13, Jurkat NFkB inh 22 and APJ agonist -1.

An excerpt from above in order of molecular weight, lowest first:
CC(=C/c1ccccc1)/C=N/NC(=O)c1ccc2nc[nH]c2c1 was read as Mdm2 MdmX PPI -30, UPR XBP1 act 5, APJ antagonist 7, 697 NFkB inh -22, UPR CHOP act 4.4, tim23-1 inh 16, Jurkat NFkB inh 22 and APJ agonist -2.
Screening C[C@H](NC(=O)[C@@H]1Cc2ccccc2CN1)C(=O)NCC1CCCO1 (some centres undefined) returned Mdm2 MdmX PPI 17, UPR XBP1 act 1, APJ antagonist 9, 697 NFkB inh 9, UPR CHOP act -0.4, tim23-1 inh -11, Jurkat NFkB inh 1 and APJ agonist -1.
`COc1ccc(-c2nnc(CSc3nc4ccccc4c(=O)n3CC3CCCO3)o2)cc1OC` (centres undefined) gave Mdm2 MdmX PPI 10, UPR XBP1 act -2, APJ antagonist -16, 697 NFkB inh 4, UPR CHOP act -1.1, tim23-1 inh 25, Jurkat NFkB inh -2 and APJ agonist -6.

Screening results (PubChem BioAssay)
